Screening data: PubChem BioAssay, National Center for Advancing Translational Sciences (NCATS)
EPAC1 antagonist: blocks human EPAC1 exchange factor. O95398. Potency, µM (titrated, usually from 115 µM), without a hit: top-dose activity change, negative = inhibition, most hits filed as inhibitors. AID 720709. 360,000 compounds, 0.14% hits. EPAC1 GEF assay, Rap1b-BODIPY-GDP exchange fluorescence;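 also: potency is read from the fitted curve at half-maximal effect; plate controls were vehicle for no effect and positive control for full effect; nearly all actives have a fitted effect of over 50% in size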
PLK1 PBD block: PLK1 (human) polo-box domain binding inhibition | P53350 | Plk1 PBD binding of FITC phosphopeptide, fluorescence polarization | Potency, µM, for inactives: max response, negative = inhibition, usual class: inhibitors | 360,000 compounds, 2.8% hits | AID 720504; also: potency is read from the fitted curve at half-maximal effect; series mostly up to about 57 µM; % is scaled to controls: 0 for no effect and ±100 for the full control effect; nearly all actives have a fitted effect of over 65% in size
GLP-1R inv ag: inverse agonists of human GLP-1 receptor; Potency, µM (titrated, usually from 38.3 µM), for the others: at the top dose activity change, negative = inhibition, actives largely listed as inhibitors; AID 624417; HEK293 GLP-1R CRE-luciferase, luminescence, 24 h; GLP-1R form is constitutively active; 410,000 compounds, 1.6% hits; also: potency is read from the fitted curve at half-maximal effect; % is scaled to controls: 0 for no effect and ±100 for the full control effect; nearly all actives have a fitted effect of over 55% in size
Target sequence (P43220 whole entry, looked up): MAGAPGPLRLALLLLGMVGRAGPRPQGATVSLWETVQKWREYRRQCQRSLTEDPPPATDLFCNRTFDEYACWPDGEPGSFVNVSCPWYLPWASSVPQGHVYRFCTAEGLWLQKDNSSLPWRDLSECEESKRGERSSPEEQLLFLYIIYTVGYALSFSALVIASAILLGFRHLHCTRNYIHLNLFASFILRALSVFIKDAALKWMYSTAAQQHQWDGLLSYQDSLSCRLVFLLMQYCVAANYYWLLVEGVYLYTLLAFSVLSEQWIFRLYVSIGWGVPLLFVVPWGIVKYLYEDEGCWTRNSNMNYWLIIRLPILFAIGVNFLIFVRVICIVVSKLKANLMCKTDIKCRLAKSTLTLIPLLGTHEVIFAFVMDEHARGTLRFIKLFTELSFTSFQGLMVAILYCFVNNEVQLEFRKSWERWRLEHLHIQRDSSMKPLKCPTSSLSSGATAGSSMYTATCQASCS
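GLP-1R inverse agonism mode: basal reporter luminescence in engineered HEK293 cells measured after one day of compound exposure at 37 deg C, with a 12 min room-temperature detection step.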
PI5P4Ka inh: PI5P4K alpha (human) kinase inhibition. P48426. PI5P4Kalpha enzyme, ADP-Glo luminescence, 60 min; hits give low values. max response, %. 330,000 compounds, 1.2% hits; active = max response of -50% or lower; inconclusive = between -30% and -50%; inactive = -30% or higher; also: value at the top dose of about 77 µM; % is scaled to controls: 0 for no effect and ±100 for the full control effect
Target sequence (P48426 whole entry, looked up): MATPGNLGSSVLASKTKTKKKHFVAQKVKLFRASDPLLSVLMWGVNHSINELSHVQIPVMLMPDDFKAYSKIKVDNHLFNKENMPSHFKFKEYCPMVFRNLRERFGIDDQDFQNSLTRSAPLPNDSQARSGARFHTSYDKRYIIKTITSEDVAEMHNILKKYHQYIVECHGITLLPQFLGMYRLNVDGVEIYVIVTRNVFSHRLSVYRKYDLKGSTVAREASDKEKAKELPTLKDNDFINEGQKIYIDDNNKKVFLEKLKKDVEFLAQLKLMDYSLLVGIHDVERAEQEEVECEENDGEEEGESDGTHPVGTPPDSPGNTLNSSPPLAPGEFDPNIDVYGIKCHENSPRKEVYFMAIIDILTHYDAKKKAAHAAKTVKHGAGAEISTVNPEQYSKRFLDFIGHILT
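PI5P4Kalpha ADP-Glo assay; 5 microM ATP final; 60 min RT reaction; HEPES pH 7.4/EGTA/CHAPS, 5% DMSO; controls lacking substrate or enzyme; luminescent end-point.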
GLP1R ag: activates the human GLP-1 receptor | HEK293 GLP-1R CRE-luciferase, luminescence, 4-6 h; cells express a hypersensitive GLP-1R form | Potency, µM (series often up to 45.6 µM), for the others: top-dose activation, usual class: activators | 380,000 compounds, 0.007% hits | AID 624172; also: potency is read from the fitted curve at half-maximal effect; % of control where 0% means no effect
GLP1R cytotox: cytotoxicity in counter-screen for GLP-1R inverse agonists | HEK293 cAMP-luciferase reporter cells, luminescence, 24 h | Potency, µM (titrated, usually from 38.3 µM), inactives show top-dose activity change, negative = inhibition, actives largely listed as inhibitors | 410,000 compounds, 0.13% hits | AID 624418;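 also: loss of luciferase light is scored as toxicity; potency is read from the fitted curve at half-maximal effect; % is scaled to controls: 0 for no effect and ±100 for the full control effect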
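A 23 nL compound transfer followed 12 hours of cell culture at 37 deg C; exposure then lasted 24 hr. Luciferase assay detection reagent was dispensed and plates read for luminescence after a 12 min room-temperature wait.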
PTHR1 ag: activates the human parathyroid hormone receptor PTHR1; HEK293 GP2 PTHR1 cells, GloSensor cAMP luminescence, 1 h; Potency, µM (doses to about 115 µM), for inactives: at the highest dose activation, hits mostly activators; 410,000 compounds, 0.075% hits; Q03431; also: potency is read from the fitted curve at half-maximal effect; nearly all actives have a fitted effect of over 55% in size; some results filed as inactive show a strong effect at the top dose; inactives centre near -15; many of its hits are not listed in these tables
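HEK-293-derived GP2 cells expressing PTHR1 and a GloSensor cAMP reporter, 3,000/well, plated overnight, given luciferin plus IBMX (each 0.5 mM as added) for 1 h at 37 °C, then compound for 1 h at 37 °C. Luminescence was read after 15 min at room temperature.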
EPAC1 ag: agonists of human EPAC1; O95398; EPAC1 agonist qHTS, biochemical assay; response scale: 100% = response to 6.5 mM cAMP; Potency, µM (top dose mostly 154 µM), without a hit: at the highest dose activation, most hits filed as activators; 360,000 compounds, 0.073% hits; AID 720707; also: potency is read from the fitted curve at half-maximal effect; nearly all actives have a fitted effect of over 60% in size
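Normalized to 6.5 mM cAMP, activity reflects EPAC1-catalysed release of BODIPY-GDP from Rap1B, followed kinetically over 30 min at 480 nm excitation, 540 nm emission. Reaction contained 100 nM EPAC1, 250 nM Rap1B-BODIPY-GDP, 50 uM GDP.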
IL2 activator: activators of IL-2 | IL-2 activation reporter assay, cell-based qHTS; stimulated with anti-CD3/CD4/CD28 beads; in transgenic mouse T cells | activation, % (series mostly up to about 46 µM) | 360,000 compounds, 0.065% hits | AID 652025; in the data active = activation above about 50%; inconclusive = mostly about 30% to 49%; also: 0% is about no effect
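Quantitative HTS in unstimulated transgenic mouse T cells, with memory T cells as non-tolerant control and PMA/ionomycin as tolerance-bypass control. Compound pretreatment lasted 60 minutes before 18 h bead stimulation; EGFP/DsRed fluorescence read.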
Numbers without * were called inactive; i = inactive; ? = inconclusive; . = no result given; [ ] = another dose, or the depositor's remark. Unless noted, calls follow the shape of the dose curve; as a rule, active = well fitted curve in the direction sought with a large enough effect; inconclusive = small, poorly fitted or top-dose-only effect, or another doubt; inactive = no such curve, though single readings can be large; an effect the other way counts as inactive or inconclusive. These rows are one share of the data. The share of hits here may be higher or lower than overall.

SMILES	EPAC1 antagonist	PLK1 PBD block	GLP-1R inv ag	PI5P4Ka inh	GLP1R ag	GLP1R cytotox	PTHR1 ag	EPAC1 ag	IL2 activator
CCN(c1ccccc1)S(=O)(=O)c1ccc(Cl)c(NC(=O)CNCc2ccccc2OC)c1	-3%	-10%	?	-1	-1%	-8%	-26%	12%	-6.2
O=C1CC(SC(=NCc2ccc3c(c2)OCO3)Nc2ccccc2)C(=O)N1c1ccccc1 (stereo not drawn)	9%	-3%	-19%	13	-9%	-28%	i	4%	0.6
CCn1c2ccccc2c2cc(CNCc3ccc(OC)cc3OC)ccc21	-23%	4%	7.9µM*	-1	1%	?	-5%	0%	-0.9
COc1cc(S(=O)(=O)N(C)Cc2ccc3c(c2)OCCO3)ccc1NC(C)=O	2%	-2%	2%	2	-5%	-15%	-49%[inhibitor]	6%	0.2
COc1cccc(C(=O)Nn2cnnc2)c1OC	0%	2%	-10%	-5	-1%	6%	i	-7%	-0.4
Cc1coc2cc3oc(=O)c(Cc4ccccc4)c(C)c3cc12	5%	-2%	-10%	3	-1%	-2%	i	11%	0.0
COc1cc(NC(=O)CCNS(=O)(=O)c2ccc3c(c2)CCC(=O)N3)cc(OC)c1	0%	-7%	15%	-7	7%	12%	i	3%	1.7
COC(=O)C1(C(=O)OC)C[C@H](c2cccs2)N(Cc2ccccc2OC)[C@@H]1c1ccc(F)cc1	5%	3%	?	5	.	0%	-22%	1%	-0.2
COC(=O)CNC(=O)CNC(=O)c1nn(-c2ccc(OC)c(Cl)c2)c(=O)c2ccccc12	-15%	-19%	20%	-5	0%	-10%	-7%	6%	0.5
CC(C)(C)c1ccccc1NC(=S)NC1CCCC1	4%	-7%	?	2	2%	?	3%	5%	-1.6
O=[N+]([O-])c1cccc(-c2noc3c2-c2nc(Cc4cccc5ccccc45)sc2CC3)c1	5%	?	19%	3	16%	-23%	-16%	-6%	0.8
COc1cc(C=O)c(Cl)cc1OCC(N)=O	-3%	2%	9%	1	1%	-26%	i	10%	3.5
Cc1cc(/C=N/NC(=O)C(O)(c2ccccc2)c2ccccc2)c(C)n1-c1cccc(C(=O)O)c1	3%	-21%	13%	-51*	-2%	5%	-11%	-4%	-0.2
COc1ccc(OC)c(S(=O)(=O)NCCCN2CCOCC2)c1	14%	-6%	14%	-4	-4%	3%	-20%	-8%	1.8
O=C(O)c1ccc(S(=O)(=O)Nc2ccc(F)c(Cl)c2)cc1	4%	-6%	0%	-11	-10%	-1%	i	-10%	2.4
CC(C)Nc1nc(Cl)nc(N(C#N)CN2C(=O)c3ccccc3C2=O)n1	5%	?	?	6	-8%	?	-61%[inhibitor]	0%	-1.8
Cc1nc(C)c(C(=O)OCC(=O)N2CCN(c3ccccc3)CC2)s1	6%	-2%	0%	.	6%	-10%	-21%[57.5 µM]	0%	-1.4
Cc1ccc(NC(=O)C2CC(=O)Nc3ncnn32)cc1Cl (stereo not drawn)	-21%	27µM*	-4%	5	-4%	-1%	-11%	11%	6.8
O=C(CSc1nnc(-c2ccco2)o1)NC(=O)Cc1ccccc1	10%	-16%	13%	-4	-9%	22%	i	2%	-1.4
COc1ccc(Cl)cc1-c1nc(SCC(=O)NCCN2C(=O)CSC2=O)n[nH]1	-5%	-23%	13%	-11	2%	5%	i	7%	1.0
CSCC[C@H](NC(=O)N1CCn2c1nc1ccccc12)C(=O)NCc1ccc2c(c1)OCO2	-25%	-9%	?	-4	-5%	-7%	i	-1%	-1.1
Cc1ccc(C)c(OCCC(=O)Nc2ccc3c(c2)OCO3)c1	-4%	4%	?	-5	17%	-19%	-16%	-4%	-3.0
CC(=O)c1c(C)n(-c2cccc(C)c2)c2ccc(OC(=O)COc3ccccc3)cc12	.	.	-14%	.	-6%	-7%	-17%	.	.
COc1cccc(CN2CCN(S(=O)(=O)c3ccc(NC(C)=O)cc3)CC2)c1OC	9%	-3%	16%	-6	8%	-1%	i	0%	-0.3
Cc1c(C(=O)Nc2cnccn2)oc2ccccc12	5%	-1%	6%	.	9%	-20%	i	4%	-0.1
Additional structures
SMILES	EPAC1 antagonist	PLK1 PBD block	GLP-1R inv ag	PI5P4Ka inh	GLP1R ag	GLP1R cytotox	PTHR1 ag	EPAC1 ag	IL2 activator
CCCSc1nnc(C(C)C)n1N	-19%	-2%	0%	.	-13%	7%	i	15%	-2.6
Cc1ccc(S(=O)(=O)c2c(C)cc(C)nc2N2CCOCC2)cc1	6%	-14%	6%	7	7%	-1%	i	-7%	1.5
O=C(Cc1ccc(NC(=O)C2CCCN(C(=O)C3CCCCC3)C2)cc1)Nc1ccc(C(=O)N2CCOCC2)cc1 (stereo not drawn)	1%	-11%	0%	8	2%	4%	i	4%	-0.2
CC1CCCC(NC(=S)NC(=O)c2cncc(Br)c2)C1C (stereo not drawn)	-6%	-2%	-13%	17	15%	1%	-15%	12%	0.2
CC(=O)c1c(Cl)nc2cccc3c2c1-c1ccccc1C3=O	17%	-10%	38%[activator]	-9	2%	-14%	i	3%	-1.8
O=C(Nc1cccnc1)c1sc2cccc(F)c2c1Cl	1%	-2%	-27%	-8	4%	6%	-33%[inhibitor]	-9%	0.0
CCCCCc1nnc(N)s1	-4%	-6%	14%	.	2%	4%	-7%[57.5 µM]	6%	-1.0
CN(C)CCNC(=O)Nc1ccc([N+](=O)[O-])cc1	-19%	4%	-7%	-8	-1%	-7%	-22%	8%	0.3
O=C(c1ccc(CNS(=O)(=O)c2ccc(Br)cc2)cc1)N1CCCCC1	8%	-3%	-20%	-5	2%	-2%	-63%[inhibitor]	-11%	-3.4
O=C(NC1CCCCC1)[C@H](O)[C@@H](O)C(=O)NC1CCCCC1	-11%	0%	7%	1	-11%	-6%	-17%[57.5 µM]	-3%	0.8
CC/C(=N\NC(=O)Cc1ccc(Br)cc1)c1cccs1	4%	-7%	-7%	4	-1%	-5%	i	8%	-2.9
CCN(CC(=O)Nc1ccc(NC(C)=O)cc1)C(=O)c1n[nH]c(=O)c2ccccc12	-11%	-1%	6%	-13	6%	4%	i	-3%	2.2
COC(=O)C1=C(C(=O)OC)[C@@H]2N(C)c3ccc(OC)cc3[C@@]23C[C@@H](C(=O)OC)N(C(=O)c2cccs2)C3=N1	8%	-5%	8%	2	5%	1%	i	-6%	-0.1
COc1ccc(NC(=O)COc2cccc3c2OC(C)(C)C3)cc1OC	24%	0%	12%	1	14%	2%	-26%	-2%	-0.3
COc1ccc(CNC(=O)O[C@H]2CN(C(=O)OC(C)C)N(C(=O)OC(C)C)[C@@H]3CN(S(=O)(=O)c4ccc(C)cc4)C[C@]23O)cc1OC	-14%	-11%	3%	2	2%	-7%	-1%	-19%	-0.8
CNC(=S)N/N=C(\C)c1ccc(C)c(C)c1	-20%	-11%	3.5µM*	7	12%	?	i	4%	-0.9
Cc1ccccc1Nc1nnc(C)c(=O)n1N	-3%	-2%	0%	.	-4%	2%	-21%[57.5 µM]	1%	2.8
COc1ccc(N2C(=O)CCC(C(=O)NCc3ccccn3)C2c2ccc(F)cc2)cc1 (stereo not drawn)	9%	0%	-3%	.	-8%	-1%	i	1%	0.8
CSc1ccc(C(=O)NC2CCSc3ccccc32)cc1 (stereo not drawn)	-1%	-9%	?	-21	8%	-14%	-15%	1%	-3.3
CCc1nc2ccc(C(=O)NCc3ccc4c(c3)OCO4)cn2c1N(C)Cc1cccs1	-13%	-1%	?	0	-1%	-17%	i	16%	0.1
Cc1ccc(OCCCC(=O)N(C)CC(=O)Nc2ccccc2Br)cc1	-2%	0%	?	9	6%	2%	-15%	-5%	-3.1
O=C(c1cc2ccccc2o1)N1CCN(c2ccccn2)CC1	0%	1%	25%	-7	1%	-5%	i	-15%	0.4
COC(=O)c1sccc1NC(=O)c1c(F)c(F)c(F)c(F)c1F	-10%	1%	-19%	3	8%	-20%	-24%	8%	-4.5
CCc1ccccc1NC(=O)C1(C)Cc2ccccc2C(=O)O1 (stereo not drawn)	.	.	-9%	.	6%	18%	i	.	.
NC(=O)c1c[nH]c2ccccc12	2%	-14%	-19%	-1	13%	-4%	-19%	-7%	0.2

Fetched one by one from the list above, 2 records:
SMILES	EPAC1 antagonist	PLK1 PBD block	GLP-1R inv ag	PI5P4Ka inh	GLP1R ag	GLP1R cytotox	PTHR1 ag	EPAC1 ag	IL2 activator
O=C(NC1CCCCC1)[C@H](O)[C@@H](O)C(=O)NC1CCCCC1	-11%	0%	7%	1	-11%	-6%	-17%[57.5 µM]	-3%	0.8
O=C(c1ccc(CNS(=O)(=O)c2ccc(Br)cc2)cc1)N1CCCCC1	8%	-3%	-20%	-5	2%	-2%	-63%[inhibitor]	-11%	-3.4

(more compounds)
SMILES	EPAC1 antagonist	PLK1 PBD block	GLP-1R inv ag	PI5P4Ka inh	GLP1R ag	GLP1R cytotox	PTHR1 ag	EPAC1 ag	IL2 activator
Cc1csc(C(=O)NCC(=O)NNC(=O)c2cccc(Cl)c2)c1	20%	-4%	-13%	0	-5%	1%	i	-4%	-0.3
Fc1ccc(N2CCN(C(=S)NCC3CCCO3)CC2)cc1 (stereo not drawn)	1%	-7%	1%	-7	4%	3%	-25%	-3%	2.5
O=C(NCCc1cccs1)C1CC(c2ccccc2[N+](=O)[O-])=NO1 (stereo not drawn)	1%	-5%	7%	-4	-6%	6%	-35%[inhibitor]	15%	-0.1
Cc1ccc(S(=O)(=O)N(C)c2c(C)ccc(S(=O)(=O)Nc3ccncc3)c2C)cc1	6%	2%	16%	-11	-1%	-3%	-2%	7%	-2.0
O=S(=O)(c1cc(F)ccc1F)N1CCN2CCCC2C1 (stereo not drawn)	-3%	-6%	-6%	1	1%	-10%	i	12%	-1.2
Cc1ccc(SC(C)C(=O)NCC(C)C)cc1 (stereo not drawn)	-1%	-2%	-7%	.	-1%	0%	-25%[57.5 µM]	3%	0.0
O=C1C2CCCN2C(=O)N1CCCCN1CCN(c2ccccc2)CC1 (stereo not drawn)	3%	-8%	0%	-2	-2%	-11%	-4%	14%	1.1
O=C(CSc1nnc(COc2ccc(Br)cc2)o1)N1CCOCC1	11%	-1%	6%	-2	11%	?	i	-1%	0.2
